MITF primary: MITF inhibitors, primary screen, biochemical, AlphaScreen, human; Microphthalmia-associated transcription factor (Homo sapiens), O75030; AlphaScreen MITF homodimerization, bead proximity signal; inhibition, % at 2.6 µM; actives 0.91% (n = 650,000); in the data active = inhibition above about 50%;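 note: 0% = vehicle wells with protein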
GPR151 activ: activators of human GPR151, primary screen, cell-based, PathHunter beta-arrestin, luminescence; PathHunter beta-arrestin GPR151 cells; activation, % at 11.2 µM; AID 1508602, 2020; actives 1% (n = 650,000); G-protein coupled receptor 151 (Homo sapiens), Q8TDV0; in the data active = activation above about 4.9%;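 note: 0% = median of compound wells and 100% = cells with positive control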
Target sequence (Q8TDV0 whole entry, looked up): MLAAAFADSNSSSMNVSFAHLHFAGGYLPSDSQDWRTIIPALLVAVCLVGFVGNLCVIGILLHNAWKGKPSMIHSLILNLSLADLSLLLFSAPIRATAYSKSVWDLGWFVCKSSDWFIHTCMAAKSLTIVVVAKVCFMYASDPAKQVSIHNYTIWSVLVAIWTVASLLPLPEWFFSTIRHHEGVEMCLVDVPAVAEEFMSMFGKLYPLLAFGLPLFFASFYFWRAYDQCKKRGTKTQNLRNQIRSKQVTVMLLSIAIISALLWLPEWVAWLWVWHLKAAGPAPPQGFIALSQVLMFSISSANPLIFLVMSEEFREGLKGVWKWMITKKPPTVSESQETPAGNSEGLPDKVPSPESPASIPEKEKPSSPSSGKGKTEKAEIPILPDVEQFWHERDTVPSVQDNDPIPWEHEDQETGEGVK
TEAD-YAP block: TEAD-YAP interaction inhibition, primary screen, TEAD-YAP interaction inhibitor project, luminescence, HEK-TIYL cells; TEAD-Gal4/YAP UAS-luciferase luminescence; inhibition, % at 9.12 µM; actives 1.4% (n = 640,000); AID 1259422, 2018; in the data active = inhibition above about 32%;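 note: 0% = median of test compound wells and 100% = reference inhibitor wells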
FBW7 act: FBW7 E3 ligase activators, primary screen, biochemical, AlphaScreen, human. AID 1259310, 2017. normalized activity (activation), % at 26.1 µM. AlphaScreen FBW7–phospho-cyclin E peptide binding, activator screen. actives 0.13% (n = 650,000). F-box/WD repeat-containing protein 7 (Homo sapiens), Q969H0; in the data active = normalized activity above about 1.9%;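 note: purified mutant Fbw7 with reduced substrate affinity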
Active calls of the source: *.

SMILES	MITF primary	GPR151 activ	TEAD-YAP block	FBW7 act
COc1ccc(N2C(=O)CC(c3ccc([N+](=O)[O-])cc3)C3=C2CCCC3=O)cc1 (stereo not given)	1	-1.1	-2	0.0
CCOC(=O)c1c2c(n(C)c1C)C(=O)C(=O)c1ccc(Br)cc1-2	-6	-1.2	-5	-0.1
COC(=O)C1=C(C)N(c2ccc(OC)cc2)C(=O)/C1=C\c1ccc(O)cc1	7	1.0	-5	0.6
O=C(O)/C(=C/C(=O)c1ccc(F)cc1)Nc1ccc2[nH]c(=O)[nH]c2c1	29	2.3	-20	0.0
COc1cccc(C2=NS(=O)(=O)N(C)C(C(=O)NC3CCCCC3)=C2)c1	23	2.7	11	0.7
CCn1cnc2cc(NCc3cccc(OC)c3O)ccc21	-1	1.1	-8	-0.1
CC(C)Cn1c(NC(=O)Nc2ccc(Cl)cc2)c2ccccc2nc1=O	-3	-1.2	-4	-0.1
CCN(CC)c1ccc2cc(-c3nc(-c4ccc(Cl)cc4Cl)cs3)c(=O)oc2c1	-6	-1.3	4	0.0
CC(C)(C)OC(=O)N1CCN(c2ccnc(Nc3ccc(S(N)(=O)=O)cc3)n2)CC1	-3	1.2	-6	-0.2
CCCCCC(=O)Nc1ccc(S(=O)(=O)Nc2nccc(C)n2)cc1	9	5.5*	6	0.0

2 compounds drawn at random from those above, as already listed:
SMILES	MITF primary	GPR151 activ	TEAD-YAP block	FBW7 act
CC(C)(C)OC(=O)N1CCN(c2ccnc(Nc3ccc(S(N)(=O)=O)cc3)n2)CC1	-3	1.2	-6	-0.2
O=C(O)/C(=C/C(=O)c1ccc(F)cc1)Nc1ccc2[nH]c(=O)[nH]c2c1	29	2.3	-20	0.0

Following part:
SMILES	MITF primary	GPR151 activ	TEAD-YAP block	FBW7 act
Cc1ccc(-n2c(N)c(C(=O)Nc3ccccc3C)sc2=S)c(C)c1	-4	-0.6	-15	-0.1
Cc1cc(C)c2[nH]c(C)c(CN3CCN(C)CC3)c(=O)c2c1	-11	-0.5	-1	-0.1
O=C(c1c(F)cccc1F)N(c1ccc(Cl)cc1)C1C=CS(=O)(=O)C1 (stereo not given)	9	-0.3	1	0.0
Nc1cccc(-c2nc(NCc3cccc(C(F)(F)F)c3)c3ncn(CCN4CCCC4=O)c3n2)c1	6	-0.7	8	0.0
Cc1cccc(C)c1NC(=O)NCCCNc1nc2cc3c(cc2cc1C#N)OCO3	3	0.0	5	0.1
CCOc1ccc(OCC)c(NC(=O)Cn2c(CC)nc3ccccc3c2=O)c1	8	-0.8	0	0.1
CC(=O)c1ccc(NC(=O)/C=C/c2ccc3c(c2)OCO3)cc1	-12	-1.0	-42	0.0
Cc1nc2c(c(=O)[nH]1)CN(Cc1ccc3c(c1)CCCN3C)CC2	2	0.4	12	-0.2
CCOC(=O)NC(=S)c1cccn1C	9	1.2	-8	-0.3
CNC(=O)CSc1nnc(COc2ccccc2C)n1C	5	-0.2	10	0.2

4 entries from above, as labelled records:
Cc1cc(C)c2[nH]c(C)c(CN3CCN(C)CC3)c(=O)c2c1
  MITF primary = -11
  GPR151 activ = -0.5
  TEAD-YAP block = -1
  FBW7 act = -0.1
O=C(c1c(F)cccc1F)N(c1ccc(Cl)cc1)C1C=CS(=O)(=O)C1 (stereo not given)
  MITF primary = 9
  GPR151 activ = -0.3
  TEAD-YAP block = 1
  FBW7 act = 0.0
Nc1cccc(-c2nc(NCc3cccc(C(F)(F)F)c3)c3ncn(CCN4CCCC4=O)c3n2)c1
  MITF primary = 6
  GPR151 activ = -0.7
  TEAD-YAP block = 8
  FBW7 act = 0.0
Cc1cccc(C)c1NC(=O)NCCCNc1nc2cc3c(cc2cc1C#N)OCO3
  MITF primary = 3
  GPR151 activ = 0.0
  TEAD-YAP block = 5
  FBW7 act = 0.1

Next part.
SMILES	MITF primary	GPR151 activ	TEAD-YAP block	FBW7 act
CCSc1nnc(C2CCCN2C(=O)N2CCOCC2)n1C (stereo not given)	0	1.6	10	0.0
CC(C)(C)c1ccc(S(=O)(=O)CC(O)CSc2nc(-c3cccs3)cc(-c3ccccc3)c2C#N)cc1 (stereo not given)	-8	0.2	-3	-0.1
CCOC(=O)c1sc(NC(=O)c2sc3ncnc(N4CCOCC4)c3c2C)nc1C	-6	0.2	0	-0.1
Cn1c2c(c(=O)n(C)c1=O)CN(CCCN1CCCC1=O)CN2	5	0.5	1	-0.2
O=C(O)c1ccc(/C=N/N2CCN(Cc3ccccc3)CC2)cc1	-2	0.9	-3	-0.2
CC(C)N(CCNc1cc(N2CCN(c3ccccn3)CC2)nc(N)n1)C(C)C	0	-2.2	-4	0.5
CCCCC(C(=O)Nc1cccc(C)c1)N1C(=O)c2cc(Cl)c(Cl)cc2C1=O (stereo not given)	22	8.3*	-2	-0.2
C#CCSc1nc2c(c(=O)n1-c1ccc(OC)cc1)C1(CCCCC1)Cc1ccccc1-2	0	0.9	9	-0.1
O=C(NCc1ccc(N2CCCC2=O)cc1)Nc1cccc(Cl)c1	3	0.4	-2	0.1
CCOC(=O)C1=C(C)C(c2ccc([N+](=O)[O-])cc2)NC(=O)N1 (stereo not given)	-7	1.9	5	-0.2
COc1ccc(Cl)cc1NC(=O)C12CCC(C)(C(=O)O1)C2(C)C (stereo not given)	0	-0.9	5	-0.1
O=C(COc1ccc(Nc2ccccc2)cc1)NCC(=O)Nc1ccc(F)c(F)c1F	9	3.4	12	0.1
COCCCN1C(=O)C(=O)/C(=C(/O)c2ccc(Cl)cc2)C12C(=O)N(C)c1ccccc12 (stereo not given)	2	1.1	-12	0.1
O=C(NC1CCCCC1)c1cc(NCc2cccnc2)nc2ccccc12	0	-0.3	3	-0.1
Cc1ccc(/C=C(/NC(=O)c2ccccc2)C(=O)Nc2cccc(Cl)c2C)o1	-3	1.3	7	0.2
Cc1ccc2c(c1)c(=O)c1ccccc1n2CCCC(=O)Nc1cc(C)on1	18	-0.4	16	0.1
Cc1onc(-c2ccccc2Cl)c1C(=O)N1CCCCC1C (stereo not given)	11	0.9	9	0.0
COc1ccc(S(=O)(=O)N(CC(=O)N2CCN(c3ccccc3)CC2)Cc2ccccc2)cc1	-2	0.6	11	-0.1
CC(=O)c1ccc(OCCCC(=O)Nc2ccc3c(c2)CCC3)cc1	14	-2.2	9	0.0
COc1ccc(CNC(=O)CCC2(Cc3ccc(C)cc3)CCC(=O)N2)cc1 (stereo not given)	6	2.6	-6	0.2
O=C1C2C(C(=O)N1c1ccc(Cl)c(C(F)(F)F)c1)C1C=CC2C12CC2 (stereo not given)	-5	-0.1	-2	-0.1
Cc1ccc(OCc2nc(-c3cccnc3)no2)cc1C	-8	-0.1	-16	0.1
CCOC(=O)C1=C(C)OC(N)=C(C(=O)OCC)C1c1ccc([N+](=O)[O-])cc1 (stereo not given)	12	0.0	2	0.9
CC(=O)CCc1ccc(OCC(O)CNC2CCCc3ccccc32)cc1 (stereo not given)	70*	0.7	1	-0.1
O=C(COc1ccccc1)N/N=C/c1ccc([N+](=O)[O-])o1	-4	1.0	6	0.0
CCCCN(C)Cc1c(O)ccc2ccccc12	11	-0.5	-2	0.8
O=C(CS(=O)(=O)c1ccc(F)cc1)Nc1ccc(-c2nc3ccccc3o2)cc1	-2	2.0	-29	-0.1
Nn1c(SCC(=O)Nc2ccc(F)cc2F)nnc1-c1ccccn1	7	-2.5	-21	-0.4
CCOC(=O)C1CCC(CN(Cc2ccccc2Cl)S(=O)(=O)c2ccccc2Cl)CC1 (stereo not given)	7	0.6	-2	0.7
Cc1ccc(N=Cc2nc(-c3ccc([N+](=O)[O-])cc3)oc2O)cc1Cl	8	0.4	4	0.8
COc1cc(/C=C2\C(=O)ON=C2c2ccc(Cl)cc2)ccc1O	38	1.0	6	0.5
CCOC(=O)c1cnn(-c2nc3ccccc3s2)c1CNC(C)c1csc(C)n1 (stereo not given)	4	1.1	5	-0.1
COc1cc(Cl)c(C)cc1NC(=O)CN1C(=O)NC2(CCCCC2C)C1=O (stereo not given)	-1	4.2	9	0.1
Cc1ccc(N=C2SC(C(=O)Nc3ccc(C)c(Cl)c3)CC(=O)N2C)cc1C (stereo not given)	-2	0.3	-6	-0.2
COC(=O)c1cc(S(=O)(=O)Nc2cccc(C(F)(F)F)c2)c[nH]1	10	-2.4	6	0.0
Cc1occc1-c1nnc(SCC(=O)NC2CCCC2)n1C	2	0.1	-7	0.0
CCN(C(=O)Cc1nc(N)n[nH]1)C1(C(=O)Nc2ccc(C)cc2)CCCCC1	63*	-1.4	15	-0.2
S=C(NCc1ccccc1)Nc1nccs1	11	-0.2	-4	0.5
COc1ccc(Cl)c(N=C2NC(=O)/C(=C\c3cccnc3)S2)c1	-9	-1.2	0	0.0
O=C(c1ccc2c(=O)n(CC3CCCO3)c(=S)[nH]c2c1)N1CCCCC1 (stereo not given)	-6	-1.0	1	-0.1
CCc1ccc(CNC(=O)CCCn2nc(C)n3ccnc3c2=O)cc1	-4	-1.1	5	0.1
C=CCNC(=O)c1c(NC(=O)c2ccccc2[N+](=O)[O-])sc2c1CCCC2	2	0.3	8	-0.2
CC(C)Oc1ccc(C(=O)Nc2cccc(F)c2)cc1	15	-6.8	43*	0.9

From PubChem
